# From PubChem
# FN deposition inh – inhibitors of fibronectin matrix deposition, primary screen, AH1F cells, Alexa488-fibronectin fluorescence, plate reader. AH1F fibroblasts, overnight. AID 743247, 2014. 0.086% of 350,000 active. inhibition, % at 12.6 µM;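 active = mean inhibition across replicates of 30% or more, regardless of how many single replicates reach that level; inconclusive = mean under 30% yet at least half of replicates reach 30%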;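 note: positive control wells lacked labelled fibronectin entirely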
#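 Measured by – fluorescence 485/525 nm · System – AH1F fibroblast monolayer, labelled fibronectin deposition · Amount – 10000 cells per well · Buffer or medium – serum-reduced DMEM (2% serum) · Doses – single dose, pinned · Also added – fluorescent fibronectin at 24 nM final · Schedule – 1 h cell attachment, overnight exposure to compound and label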
# EWS-Fli block – EWS/Fli-driven NR0B1 reporter inhibitors, primary screen, A673 cells, NR0B1 luciferase, luminescence, MLPCN library. viability-normalised. inhibition, % at 12.6 µM. 0.67% of 350,000 active. AID 651661, 2012;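 active = mean inhibition of at least 50% after viability correction, with every replicate also passing that limit; inconclusive = mean reaches 50% but only one of two replicates passes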;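 note: firefly luciferase signal divided by Alamar Blue viability fluorescence both relative to DMSO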
# PglD DTNB – C. jejuni PglD acetyltransferase inhibitors, primary screen, biochemical, DTNB colorimetric, single point | purified PglD enzyme, DTNB colorimetric CoA detection | inhibition, % at 12.5 µM | 0.098% of 360,000 active; in the data active = inhibition above about 16%, passing the limit was not always enough; inconclusive = no clear call, values can overlap the other calls; note: strong numbers were not always called active
# ERAP1 HTS inh – human ERAP1 aminopeptidase inhibitors, primary screen, biochemical, single point, plate reader | recombinant ERAP1, Leu-AMC fluorescence, 60 min | 0.15% of 340,000 active | Endoplasmic reticulum aminopeptidase 1 (Homo sapiens), Q9NZ08 | AID 652197, 2013 | inhibition, % at 10.7 µM;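 active = mean replicate inhibition of at least 30%, or all replicates individually reaching that 30% level; inactive = mean below 30% and not every replicate reaching it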;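 note: 0% = neutral control wells and 100% = L-leucinethiol positive control wells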
# Target sequence (Q9NZ08 whole entry, looked up): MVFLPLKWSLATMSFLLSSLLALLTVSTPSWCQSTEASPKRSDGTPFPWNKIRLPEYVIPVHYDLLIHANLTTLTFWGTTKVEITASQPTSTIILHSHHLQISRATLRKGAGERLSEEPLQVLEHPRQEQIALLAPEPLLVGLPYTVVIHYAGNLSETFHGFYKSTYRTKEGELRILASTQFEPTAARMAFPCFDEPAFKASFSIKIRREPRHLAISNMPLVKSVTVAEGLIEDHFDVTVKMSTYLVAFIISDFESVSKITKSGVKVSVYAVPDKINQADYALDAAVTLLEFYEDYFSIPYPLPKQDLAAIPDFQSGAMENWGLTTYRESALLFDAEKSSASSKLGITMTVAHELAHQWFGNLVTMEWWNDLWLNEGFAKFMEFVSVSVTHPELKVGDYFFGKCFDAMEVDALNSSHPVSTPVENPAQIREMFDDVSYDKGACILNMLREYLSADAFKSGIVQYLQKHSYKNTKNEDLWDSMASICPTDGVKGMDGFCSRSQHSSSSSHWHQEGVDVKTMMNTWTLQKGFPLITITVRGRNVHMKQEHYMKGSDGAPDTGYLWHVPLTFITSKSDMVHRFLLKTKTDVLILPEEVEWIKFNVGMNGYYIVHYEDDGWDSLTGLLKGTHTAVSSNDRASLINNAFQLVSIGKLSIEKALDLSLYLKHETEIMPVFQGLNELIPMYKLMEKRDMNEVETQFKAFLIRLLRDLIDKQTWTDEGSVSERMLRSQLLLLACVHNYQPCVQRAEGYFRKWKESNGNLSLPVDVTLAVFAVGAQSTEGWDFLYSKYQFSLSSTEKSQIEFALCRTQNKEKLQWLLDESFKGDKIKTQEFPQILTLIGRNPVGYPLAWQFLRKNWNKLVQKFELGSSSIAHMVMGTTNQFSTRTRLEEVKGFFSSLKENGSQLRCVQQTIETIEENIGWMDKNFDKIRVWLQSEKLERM
# PGC1a acetyl inh – inhibitors of PGC1a acetylation signal, primary screen, cell-based, U2OS, AlphaScreen, inhibitor mode; AlphaScreen anti-acetyl-lysine; with virally co-expressed GCN5 acetyltransferase; inhibition, % at 15.6 µM; 0.17% of 350,000 active;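 active = every replicate shows inhibition of at least 40%; inconclusive = mean inhibition at least 40% but some replicate below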;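 note: 0% = neutral control wells and 100% = positive control wells; some results beyond the cut were filed as inactive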
# LGR2 antag – inhibitors of bursicon-induced LGR2 CRE-luciferase signal, primary screen, cell-based, HEK293, CRE-luciferase reporter, bursicon stimulation; Drosophila bursicon receptor LGR2 (rickets); 0.35% of 380,000 active; bursicon-stimulated, 4 h; inhibition, % at 9.99 µM;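 active = drop in luminescence signal, shown as inhibition above about 50% in the replicate tests, limit read from the data, passing the limit was not always enough; inconclusive = probably only some replicates passing the limit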;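 note: agonist challenge used bursicon conditioned medium at about half maximal strength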
# S100A4 inh HTS – inhibitors of S100A4-myosin IIA peptide binding, primary screen, biochemical, fluorescence polarization, TAMRA-MyoIIA peptide. 0.14% of 360,000 active. inhibition, % at 10.7 µM. Protein S100-A4 (Homo sapiens), P26447;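 active = mean inhibition of at least 70% across replicates, with every replicate also reaching that level; inconclusive = mean inhibition reaches 70% but some replicates fall short; inactive = mean inhibition below 70%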
# Target sequence (P26447 whole entry, looked up): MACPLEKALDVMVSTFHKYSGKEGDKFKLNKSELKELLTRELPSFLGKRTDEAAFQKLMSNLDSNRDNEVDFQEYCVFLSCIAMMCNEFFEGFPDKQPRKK
#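 System – human S100A4 monomer protein, biochemical binding assay · Buffer or medium – Calcium-containing HEPES buffer, pH 7.2 · Timing – 5 min between mix addition and reading · Also added – TAMRA-labelled myosin IIA heavy-chain peptide probe, 5 nM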
# PAX8 reporter – inhibitors of PAX8-driven TPO luciferase reporter, primary screen, RMG-I cells, single concentration; SteadyGlo, 24 h; inhibition, % at 12.6 µM; 1.2% of 360,000 active;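 active = mean replicate inhibition at least 60% with every replicate also reaching 60%; inconclusive = only one of the two criteria is met; inactive = mean below 60% and not all replicates reaching 60%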;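 note: luciferase light reporting Pax8 driven TPO promoter activity; plate controls were median of neutral control wells for no effect and mitoxantrone controls for full effect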
# Active calls of the source: *; ? = inconclusive; / = not tested or not shown; & = joins results of further samples. An unsorted share of the library; any-hit rate near 2.1%.
No.	canonical_smiles	FN deposition inh	EWS-Fli block	PglD DTNB	ERAP1 HTS inh	PGC1a acetyl inh	LGR2 antag	S100A4 inh HTS	PAX8 reporter
1	Cc1ccc(S(=O)(=O)N(C)c2ccc(OCC(=O)O)cc2)cc1	-3	/	-8	/	9	/	/	3
2	CCn1c(=O)c(=O)[nH]c2cc(C(=O)N3CCN(c4ccccc4F)CC3)ccc21	-1	/	-2	/	0	/	/	5
3	COCc1cc(OC)nc(-c2csc(C)n2)n1	-3	2	3	-1	7	-6	2	-12
4	O=C(NCCOc1ccc(Cl)cc1)c1ccc2ccccc2n1	/	-10	/	2	/	-18	-7	-8
5	CC(c1ccon1)N(C)Cc1c(C(=O)N(C)Cc2ccccc2)nc2ccccn12 (stereo unspecified)	/	2	5	4	22	15	-1	4
6	COc1ccc(S(=O)(=O)N[C@@H]2CC[C@@H](CC(=O)O)O[C@H]2CO)cc1	2	-6	2	1	-11	6	-7	-18
7	CNC(=O)NC(=O)COC(=O)CCCSc1nc2ccccc2s1	1	1	-1	1	/	/	53	-5
8	CCN1C(=O)[C@H]2[C@@H](c3ccc(OC)cc3)N3C(=O)CN(CC4CC4)C(=O)[C@@]3(C)[C@H]2C1=O	-11	-3	0	-3	/	/	-5	1
9	C[C@@H]1CN([C@H](C)CO)C(=O)c2cc(N(C)C)ccc2O[C@@H](C)CCCCO[C@@H]1CN(C)Cc1ccc(C(=O)O)cc1	-4	-6	3	11	5	-13	52	1
10	CCCc1cc(=O)oc2c3c(cc(OCC(=O)NCCN4CCOCC4)c12)OC(C)(C)CC3	/	24	-3	19	5	/	-2	/
11	Cc1ccc2c(c1)C(c1ccc(F)cc1)N(C(=O)c1ccc(S(=O)(=O)N(C)C)cc1)CC(=O)N2 (stereo unspecified)	3	-5	/	1	-5	26	-2	13
12	Cc1cccc(-c2nnc(SCC3CNC(=O)O3)n2-c2ccc(Cl)cc2)c1 (stereo unspecified)	7	-2	/	-2	/	3	-19	5
13	CCCC#Cc1cnc2c(c1)C(=O)N([C@@H](C)CO)C[C@H](C)[C@H](CN(C)C(=O)Cc1ccncc1)O2	/	7	0	0	7	-3	29	/
14	COC(=O)CSc1nc2sc(C)c(C)c2c(=O)n1C	7	/	-5	/	-17	/	/	-10
15	CCOC(=O)[C@]12Cc3c(cc(OC)c(OC)c3OC)[C@H]1N(Cc1ccccc1)C(=O)c1cc(OC)ccc12	1	4	/	0	/	?	-3	12
16	COc1ccc(Br)cc1C(=O)Nc1ccc(N2CCN(S(C)(=O)=O)CC2)cc1	1	/	-2	/	-6	/	/	15
17	O=C(Nc1ccc(F)cc1F)Nc1ccc(F)cc1F	-4	-40	/	2	/	-36	-4	-60
18	O=C(Nc1cccc(-c2csc(Nc3ccccc3)n2)c1)c1cc([N+](=O)[O-])cc(C(F)(F)F)c1	-7	-32	3	-1	/	-25	4	-6
19	CN(C)C(=O)c1ccc(NC(=O)COC(=O)/C=C/c2cccs2)cc1	-7	1	-2	2	/	-2	-3	-6
20	O=C(NCc1nc2ccccc2[nH]1)C1=C[C@@H](C2CC2)C[C@@H](OCc2ccc(CO)cc2)O1	2	10&16	-4&3	1&2	-28&-4	10	14&-9	-10&-1
21	CS(=O)(=O)c1ccc(C(=O)OCC(=O)N(CCc2ccccc2)Cc2ccccc2)cc1	/	/	7	7	3	16	18	/
22	CN1C[C@@H](O)COC[C@@H]2O[C@@H](CC(=O)NC3CCCC3)CC[C@H]21	-5	6	1	1	5	-14	6	13
23	Cc1ccccc1OC(C)C(=O)NCc1cccnc1 (stereo unspecified)	11	6	-7	5	-8	-11	1	-19
24	CCS(=O)(=O)N1CCC2(CC1)CN(C(=O)Nc1c(C)noc1C)[C@H](CO)c1[nH]c3cc(OC)ccc3c12	/	-9	/	0	-2	-5	-2	/
25	Cc1csc(NC(=O)c2ccc(Br)s2)n1	3	-81	-5	5	/	-44	-18	-148
26	CCOc1ccc(NC(=S)NCC(c2cccnc2)N2CCOCC2)cc1 (stereo unspecified)	5	-3	3	-18	0	9	-1	22
27	C[C@H]1CN([C@@H](C)CO)C(=O)c2c(c3ccccc3n2C)-c2ccccc2CO[C@H]1CN(C)C(=O)c1ccncc1	-9	-5	1	0	15	-1	-5	1
28	C[C@H](CO)N1C[C@H](C)[C@@H](CN(C)C(=O)c2ccccc2F)Oc2ncc(-c3cncnc3)cc2C1=O	/	4	-1	1	-11	5	6	/
29	CCn1c(C)nc2cc(C(=O)NNC(=S)NC(=O)c3ccc(OC)cc3)ccc21	-4	25	1	5	-4	-4	-3	-41
30	NS(=O)(=O)c1cccc(-n2cnnn2)c1	7	2	0	/	5	-1	3	2

# Already shown: entries from further up.
No.	canonical_smiles	FN deposition inh	EWS-Fli block	PglD DTNB	ERAP1 HTS inh	PGC1a acetyl inh	LGR2 antag	S100A4 inh HTS	PAX8 reporter
1	Cc1ccc(S(=O)(=O)N(C)c2ccc(OCC(=O)O)cc2)cc1	-3	/	-8	/	9	/	/	3
2	CCn1c(=O)c(=O)[nH]c2cc(C(=O)N3CCN(c4ccccc4F)CC3)ccc21	-1	/	-2	/	0	/	/	5
3	COCc1cc(OC)nc(-c2csc(C)n2)n1	-3	2	3	-1	7	-6	2	-12
4	O=C(NCCOc1ccc(Cl)cc1)c1ccc2ccccc2n1	/	-10	/	2	/	-18	-7	-8
5	CC(c1ccon1)N(C)Cc1c(C(=O)N(C)Cc2ccccc2)nc2ccccn12 (stereo unspecified)	/	2	5	4	22	15	-1	4
6	COc1ccc(S(=O)(=O)N[C@@H]2CC[C@@H](CC(=O)O)O[C@H]2CO)cc1	2	-6	2	1	-11	6	-7	-18
7	CNC(=O)NC(=O)COC(=O)CCCSc1nc2ccccc2s1	1	1	-1	1	/	/	53	-5
8	CCN1C(=O)[C@H]2[C@@H](c3ccc(OC)cc3)N3C(=O)CN(CC4CC4)C(=O)[C@@]3(C)[C@H]2C1=O	-11	-3	0	-3	/	/	-5	1

# Going on with the list.
No.	canonical_smiles	FN deposition inh	EWS-Fli block	PglD DTNB	ERAP1 HTS inh	PGC1a acetyl inh	LGR2 antag	S100A4 inh HTS	PAX8 reporter
31	O=C(N[C@H]1CC[C@H](CCNS(=O)(=O)c2ccccc2)O[C@H]1CO)c1cccc(F)c1	0	-3	0	3	3	0	-3	-5
32	CC(C)(O)c1cn([C@H]2C[C@@H]3O[C@@H](CO)CC[C@@H]3O[C@@H]2CCc2ccc(-c3cccnc3)cc2)nn1	/	0	/	-1	11	/	3	17
33	CC1=CC2=NC(=O)/C(=C\c3cccn3CCOc3cccc(C)c3)C(=N)N2O1	-5	-9	/	5	/	11	0	0
34	CC(=O)N(C)C[C@@H]1Oc2cc(C#C[C@H](C)O)ccc2S(=O)(=O)N([C@H](C)CO)C[C@H]1C	/	6	5	-3	3	10	-8	-2
35	C[C@@H]1CN([C@@H](C)CO)S(=O)(=O)c2ccc(C3=CCCCC3)cc2O[C@H]1CN(C)S(=O)(=O)c1cn(C)cn1	/	-14	0	0	-23	-8	15	-7
36	O=C1CCC(C(=O)OCc2c(Cl)cccc2Cl)N1 (stereo unspecified)	/	0	4	2	-23	6	-1	/
37	COc1cc(CN2CCNC(=O)C2CC(=O)NCc2csc(C(C)C)n2)cc(OC)c1 (stereo unspecified)	2	-11	-2	-1	4	10	2	-2
38	C=CCNC(=O)/C(C#N)=C/c1c(C)nn(-c2ccccc2)c1Cl	-14	-2	-6	4	/	8	1	6
39	CN(C)CCNC(=O)C1(C)Cc2c(-c3cccc(C(F)(F)F)c3)ccnc2O1 (stereo unspecified)	-5	-7	0	3	16	0	1	-1
40	Cc1ccc(S(=O)(=O)N(C)C[C@H]2Oc3ccc(NC(=O)c4ccncc4)cc3CC(=O)N([C@H](C)CO)C[C@@H]2C)cc1	/	5	1	1	1	-3	-1	-2
41	CCCC(=O)Nc1ccc2c(c1)OC[C@@H](C)N(S(=O)(=O)c1cn(C)cn1)C[C@@H](C)[C@H](OC)CN(C)C2=O	-1	-4	2	-2	2	10	-5	/
42	C[C@H]1CN([C@@H](C)CO)C(=O)c2c(c3ccccc3n2C)-c2ccccc2CO[C@@H]1CN(C)S(=O)(=O)c1ccccc1C#N	/	8	0	-4	1	/	-1	26
43	C[C@@H]1CN([C@@H](C)CO)C(=O)c2cc(NC(=O)c3ccccc3)ccc2O[C@@H](C)CCCCO[C@H]1CN(C)C(=O)c1ccncc1	/	/	-6	1	-4	-13	4	8
44	Cc1cc(N2CCCC2=O)ccc1S(=O)(=O)N1CCOCC1	-10	4	-2	2	7	-6	-1	13
45	COc1ccccc1CCN1CCCC(CN(C)Cc2ccc(OCCO)cc2)C1 (stereo unspecified)	-1	19	-7	0	/	2	-4	12
46	Cc1cc(C)cc(-n2ncc3c2CCCC3NC(=O)c2csnn2)c1 (stereo unspecified)	/	/	0	-2	/	-20	-6	-32
47	CCCCNc1nnc(SCC(=O)c2c(N)n(CCC)c(=O)[nH]c2=O)s1	12	3	-6	1	7	0	2	-6
48	O=C(NC1CCCCC1)c1cccs1	7	/	1	/	-8	/	/	-10
49	COCCCNc1nc2ccccc2nc1NS(=O)(=O)c1ccc(C)cc1C	3	-7	/	/	12	8	6	-1
50	C[C@H]1CN([C@@H](C)CO)C(=O)Cc2cc(NC(=O)Nc3ccccc3)ccc2O[C@H]1CN(C)Cc1ccc(C(=O)O)cc1	/	10	-3	0	3	-17	0	-2
51	Cc1nc(CNC(=O)CC2C(=O)NCCN2Cc2ccc(F)cc2)cs1 (stereo unspecified)	/	-4	2	3	-7	13	1	2
52	C[C@@H]1CCCCO[C@H](CN(C)C(=O)Nc2cccc3ccccc23)[C@@H](C)CN([C@@H](C)CO)C(=O)c2cc(N(C)C)ccc2O1	/	-1	/	/	-4	11	/	13
53	CC(C)n1cc(C#N)c(N)n1	-1	-9	/	3	/	-1	-1	/
54	CCCC1CCC(C(=O)n2nc(N)c3cc4ccc(OC)cc4nc32)CC1 (stereo unspecified)	-13	0	6	6	7	12	-1	-6
55	CCCNC(=O)N(C)C[C@@H]1Oc2cc(-c3ccncc3)ccc2S(=O)(=O)N([C@H](C)CO)C[C@@H]1C	/	-16	1	-3	-1	16	-15	-19
56	CC1(c2ccccc2Cl)NC(=O)N(CC(=O)N2c3ccccc3NC(=O)C2(C)C)C1=O (stereo unspecified)	4	4	-5	0	-1	3	1	8
